Screening results from PubChem BioAssay.
LAP4-GFP MLPCN: modulators of LAP4-GFP expression in yeast, primary screen, S. cerevisiae, multiplex flow cytometry, MLPCN library | 3 h; median GFP as percent of DMSO wells | GFP response vs DMSO, % at 10 µM | 0.34% of 320,000 active | AID 2023, 2009;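 active = GFP response vs DMSO above a set limit, about the screen mean plus 3 SD, cut at about 150% in these data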
AHR activator: AHR activators, primary screen, cell-based, luminescence, luciferase reporter, human | AHR-responsive luciferase reporter cells | Aryl hydrocarbon receptor (Homo sapiens), P35869 | activation, % at 5 µM | 2.5% of 320,000 active; in the data active = activation above about 47%;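 also: 0% = vehicle wells and 100% = reference agonist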
Target sequence (P35869 whole entry, looked up): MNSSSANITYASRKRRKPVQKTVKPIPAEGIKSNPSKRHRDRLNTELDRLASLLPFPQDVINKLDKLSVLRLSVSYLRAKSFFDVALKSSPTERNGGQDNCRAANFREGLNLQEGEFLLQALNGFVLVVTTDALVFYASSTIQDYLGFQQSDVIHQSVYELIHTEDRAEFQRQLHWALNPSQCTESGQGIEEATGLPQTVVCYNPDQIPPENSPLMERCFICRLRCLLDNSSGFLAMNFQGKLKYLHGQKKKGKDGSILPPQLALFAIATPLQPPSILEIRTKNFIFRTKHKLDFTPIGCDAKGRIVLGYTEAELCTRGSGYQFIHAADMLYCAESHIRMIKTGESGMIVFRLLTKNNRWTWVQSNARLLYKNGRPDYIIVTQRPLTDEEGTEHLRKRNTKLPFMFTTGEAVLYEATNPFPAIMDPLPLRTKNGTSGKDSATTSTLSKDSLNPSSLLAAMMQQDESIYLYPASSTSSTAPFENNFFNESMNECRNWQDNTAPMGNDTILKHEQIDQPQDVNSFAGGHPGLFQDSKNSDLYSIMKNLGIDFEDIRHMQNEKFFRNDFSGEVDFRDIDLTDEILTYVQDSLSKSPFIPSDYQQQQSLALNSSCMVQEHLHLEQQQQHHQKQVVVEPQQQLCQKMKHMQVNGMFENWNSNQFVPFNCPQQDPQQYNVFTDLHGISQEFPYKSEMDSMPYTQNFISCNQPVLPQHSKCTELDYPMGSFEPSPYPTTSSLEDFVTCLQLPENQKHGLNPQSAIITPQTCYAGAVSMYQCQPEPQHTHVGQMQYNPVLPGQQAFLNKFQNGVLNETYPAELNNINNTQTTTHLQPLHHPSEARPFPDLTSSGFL
CR mimetic SO: reduction of superoxide in aged yeast, primary screen, HTS; 0.18% of 330,000 active; S. cerevisiae aged cells, superoxide DHE fluorescence; active compounds read low; superoxide response (% of plate mean), % at 10 µM;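 active = superoxide response under a set limit, about three screen SD below normal, cut at about 65% in these data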;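 also: yeast aged for seven days with compound at 30 °C before DHE staining; 100% = average MFI of all compound-treated wells on the plate with controls excluded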
Efflux pump mplx: inhibitors of Candida efflux pumps in yeast, primary screen, S. cerevisiae, Nile Red, multiplex; inhibition, % at 10 µM; AID 485275, 2010; 0.44% of 330,000 active; S. cerevisiae Candida pump triplex;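 active = plate passing quality check with inhibition over a set limit, or well fluorescence over plate mean plus 4 SD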;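 also: Nile Red retained in pooled yeast measured as flow cytometry median fluorescence; 0% = buffer negative control and 100% = Enniatin B positive control; higher means more Nile Red kept so more efflux inhibition; some compounds called inactive have numbers as strong as hits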
CIT2-GFP yeast: modulators of CIT2-GFP expression in yeast, primary screen, S. cerevisiae, GFP fusion, multiplex flow cytometry, MLPCN library; S. cerevisiae CIT2-GFP strain, 3 h; 100 means same as DMSO wells; 0.065% of 320,000 active; AID 2029, 2009; GFP response vs DMSO, % at 10 µM;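 active = GFP response relative to DMSO above a set limit, near the screen mean plus 3 SD, cut at about 150% in these data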;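 also: ratio of well median GFP fluorescence to mean of DMSO wells on the plate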
MEP2-GFP yeast: modulators of MEP2-GFP levels in yeast, primary screen, S. cerevisiae, multiplex flow cytometry, MLPCN library; GFP response vs DMSO, % at 10 µM; 0.51% of 330,000 active; S. cerevisiae MEP2-GFP strain, 3 h; 100% = DMSO control level;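 active = GFP response versus DMSO above a set limit, roughly screen mean plus 3 SD, cut at about 180% in these data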;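 also: median GFP fluorescence of the barcode-gated MEP2-GFP cells per well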
AGP1 TOR yeast: modulators of AGP1-GFP expression in yeast TOR pathway, primary screen, cell-based, multiplex flow cytometry, S. cerevisiae, MLPCN library | 0.02% of 320,000 active | 3 h; GFP as percent of DMSO wells | GFP response vs DMSO, % at 10 µM;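 active = GFP response relative to DMSO above a set limit, near screen average plus 3 SD, cut at about 150% in these data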;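 also: median GFP channel fluorescence of the gated AGP1 strain per well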
RPL19A TOR yeast: RPL19A-GFP expression modulators in yeast, primary screen, cell-based, S. cerevisiae, multiplex flow cytometry, MLPCN. percent response vs DMSO, % at 10 µM. AID 2025, 2009. S. cerevisiae RPL19A-GFP strain, 3 h; active compounds read low. 0.3% of 330,000 active;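 active = percent response vs DMSO below 50%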;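 also: median channel GFP fluorescence of the barcoded RPL19A-GFP strain; ratio of sample median GFP to plate DMSO average so 100% = DMSO; lower means less RPL19A-GFP as with rapamycin TOR inhibition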
An asterisk follows results filed as active; . = no result given.

cpd	SMILES	LAP4-GFP MLPCN	CR mimetic SO	AHR activator	RPL19A TOR yeast	AGP1 TOR yeast	CIT2-GFP yeast	Efflux pump mplx	MEP2-GFP yeast
1	N#Cc1ccccc1S(=O)(=O)N1CCN(C(=O)CN2CCCSc3ccccc32)CC1	100	109	4	96	101	100	0.0	101
2	CN1CCN(c2ccc(S(=O)(=O)N3CCOCC3)cc2NC(=O)CCc2ccccc2)CC1	89	98	0	97	99	98	-0.1	97
3	CN1C(=O)c2ccccc2NC(=O)[C@]12O[C@@H]2c1cccc(O)c1	102	119	3	98	99	94	0.4	100
4	COc1ccc(S(=O)(=O)CCC(=O)NCc2ccc(C)o2)cc1	102	102	-1	103	108	115	-0.5	107
5	COc1cc(/C=C2\SC(=S)N(C(C(=O)O)c3ccccc3)C2=O)ccc1O (configuration not stated)	99	112	0	98	97	102	0.3	106
6	Cc1occc1C(=O)Nc1ccccc1C#N	82	100	-6	97	99	99	0.5	82
7	O=C(NCC1CCCCC1)c1cccc(S(=O)(=O)NCc2cccnc2)c1	101	96	1	98	103	100	0.0	95
8	N#CC(C(=O)O)=C1CCCC1	97	93	1	103	108	111	0.0	107
9	O=C(COc1coc(CN2CCN(c3ccc(F)cc3)CC2)cc1=O)Nc1ccccc1	100	97	-1	98	106	111	-0.1	99
10	O=C(Cc1c[nH]c2ccccc12)N/N=C/c1cccc(F)c1	96	105	6	98	102	99	-0.2	106
11	CCOc1ccc(C(=O)NC(C(=O)NCc2ccccn2)C(C)C)cc1 (configuration not stated)	103	112	8	110	95	94	0.5	120
12	COC(=O)c1c(NC(=O)CC2SCC(C(=O)OC)NC2=O)sc2c1CCCC2 (configuration not stated)	97	102	0	98	99	100	0.0	98
13	Clc1ccc(-n2nnc(-c3cccnc3)n2)cc1Cl	107	101	112*	100	82	85	0.0	92
14	CCN(c1ccccc1)S(=O)(=O)c1ccc(C(=O)Nc2cccc(C)n2)cc1	101	91	1	99	101	96	-0.1	101
15	Cc1cccc(NC(=O)Cc2ccc(F)cc2)c1	102	87	4	99	104	99	0.0	100

Pulled by compound from the entries so far, two records:
cpd	SMILES	LAP4-GFP MLPCN	CR mimetic SO	AHR activator	RPL19A TOR yeast	AGP1 TOR yeast	CIT2-GFP yeast	Efflux pump mplx	MEP2-GFP yeast
7	O=C(NCC1CCCCC1)c1cccc(S(=O)(=O)NCc2cccnc2)c1	101	96	1	98	103	100	0.0	95
2	CN1CCN(c2ccc(S(=O)(=O)N3CCOCC3)cc2NC(=O)CCc2ccccc2)CC1	89	98	0	97	99	98	-0.1	97

More entries
cpd	SMILES	LAP4-GFP MLPCN	CR mimetic SO	AHR activator	RPL19A TOR yeast	AGP1 TOR yeast	CIT2-GFP yeast	Efflux pump mplx	MEP2-GFP yeast
16	Cc1cc(=O)n2[nH]c(-c3ccsc3-n3c(C)ccc3C)cc2n1	92	88	5	101	104	101	0.1	102
17	Brc1ccc(NCc2cccc3ccccc23)nc1	98	120	8	98	100	108	0.0	107
18	COC(=O)c1c(NC(=O)c2ccco2)sc(C(=O)N(C)C)c1C	93	75	11	103	105	110	0.0	103
19	C#CCOC(=O)CCC(=O)NCCc1ccccc1	102	98	6	102	101	100	0.0	98
20	COc1ccc(OCC(=O)Nc2ccc(N3CCOCC3)cc2)cc1	107	84	2	102	107	106	0.0	105
21	CCOc1ccc(Cl)cc1CNCCNCCO	104	108	-6	101	105	108	-0.1	106
22	Cc1ccc(-c2csc(NC(=O)CSc3nnc4c(n3)[nH]c3ccccc34)n2)cc1	94	95	9	99	101	90	0.1	100
23	Cc1cccc(N(CC(=O)NC2CCCC2)C(=O)c2c(C)noc2C)c1	97	105	2	100	95	96	-0.1	95
24	CCc1ccccc1NC(=O)c1cc(=O)c2ccccc2o1	112	111	2	103	102	97	0.1	107
25	CC(NCC(O)COc1ccc(Br)cc1)c1ccccc1 (configuration not stated)	103	109	0	103	108	105	0.1	109
26	CCc1ccc(NC(=O)CSCCO)cc1	100	109	0	96	97	97	0.0	105
27	CCc1ccc(/C(C)=N/NC(=O)c2ccccn2)cc1	104	90	14	110	105	108	0.0	101
28	CCCC(=O)Nc1cc(-c2nnc(OC)c3ccccc23)ccc1N1CCOCC1	92	93	6	96	96	91	0.2	95
29	O=C(NCCC1=CCCCC1)c1cc(COc2c(F)cccc2F)on1	92	141	6	100	92	95	0.0	104
30	COc1ccccc1CN1CCN(Cc2nc(-c3ccc(C)cc3)oc2C)CC1	91	91	6	99	100	105	0.0	104

Sorted by SMILES length (ascending): some entries from above
cpd	SMILES	LAP4-GFP MLPCN	CR mimetic SO	AHR activator	RPL19A TOR yeast	AGP1 TOR yeast	CIT2-GFP yeast	Efflux pump mplx	MEP2-GFP yeast
21	CCOc1ccc(Cl)cc1CNCCNCCO	104	108	-6	101	105	108	-0.1	106
17	Brc1ccc(NCc2cccc3ccccc23)nc1	98	120	8	98	100	108	0.0	107
25	CC(NCC(O)COc1ccc(Br)cc1)c1ccccc1 (configuration not stated)	103	109	0	103	108	105	0.1	109
27	CCc1ccc(/C(C)=N/NC(=O)c2ccccn2)cc1	104	90	14	110	105	108	0.0	101
16	Cc1cc(=O)n2[nH]c(-c3ccsc3-n3c(C)ccc3C)cc2n1	92	88	5	101	104	101	0.1	102
30	COc1ccccc1CN1CCN(Cc2nc(-c3ccc(C)cc3)oc2C)CC1	91	91	6	99	100	105	0.0	104

The list goes on.
cpd	SMILES	LAP4-GFP MLPCN	CR mimetic SO	AHR activator	RPL19A TOR yeast	AGP1 TOR yeast	CIT2-GFP yeast	Efflux pump mplx	MEP2-GFP yeast
31	CCc1nnc(NC(=O)CC(C)c2ccccc2)s1 (configuration not stated)	88	117	4	94	93	106	0.1	107
32	COc1ccccc1NS(=O)(=O)c1cc(NC(=O)c2cccs2)ccc1N1CCOCC1	99	105	26	95	96	100	0.2	97
33	CCOc1ccc(CNc2nnnn2C)cc1	89	102	0	102	100	105	-0.2	104
34	COc1ccc(-c2nnc(SCc3ccccn3)n2C)cc1	101	91	14	104	106	106	-0.1	103
35	COc1ccc(N2CSC3=C(C#N)C(c4cc(OC)c(OC)cc4OC)CC(=O)N3C2)c(OC)c1 (configuration not stated)	105	107	6	106	111	116	0.0	101
36	Cc1cc2nn(-c3cccc4ccccc34)nc2cc1N	89	104	82*	98	104	95	0.0	105
37	O=C(NCc1cccc(F)c1)C1CCC(=O)N(CCc2cccc(F)c2)C1 (configuration not stated)	100	112	-2	105	106	109	0.2	105
38	Cc1ccc(S(=O)(=O)N2CCCCC2)cc1C(=O)NCCc1ccccc1	110	95	5	101	102	102	0.0	102
39	CNC(=O)NC(=O)COC(=O)c1ccccc1OCc1ccccc1	102	105	-1	96	105	93	0.1	97
40	CCCN1C(=O)S/C(=C/c2ccc(N3CCOCC3)o2)C1=O	110	97	5	107	114	110	0.2	106
41	CCOc1ccc(S(=O)(=O)N2CCCC(C(=O)N3CCN(CC)CC3)C2)cc1Cl (configuration not stated)	98	104	-1	104	99	105	0.0	110
42	CCC1S/C(=N/C(=O)NC2CCCCC2)NC1=O (configuration not stated)	95	108	-1	99	105	97	0.1	103
43	O=C(CNc1cccc(S(=O)(=O)N2CCCC2)c1)Nc1ccc(C(F)(F)F)cc1	89	112	9	94	95	98	-0.1	93
44	COc1ccc(NC(=O)c2cccnc2NCCc2ccccc2)cc1	94	102	17	96	88	89	0.2	95
45	CCN1CC(CN(C)Cc2nc(COc3ccccc3)no2)CC1=O (configuration not stated)	104	106	14	97	104	104	-0.5	100
46	Cc1cc(=O)oc(C)c1C(=O)OC(C(=O)c1ccccc1)c1ccccc1 (configuration not stated)	86	93	4	97	93	93	-0.2	97
47	CC1CCCC(C)N1C(=O)COC(=O)COc1ccc(C#N)cc1 (configuration not stated)	96	106	-1	102	92	92	0.2	95
48	C#CCn1c(=NC(=O)c2ccc(S(=O)(=O)N3CCCc4ccccc43)cc2)sc2cc(S(N)(=O)=O)ccc21	99	93	3	102	103	102	-0.2	102
49	COC(=O)c1ccccc1NC(=O)CSc1nnnn1C	106	101	4	108	111	106	0.2	103
50	Cc1ccc(S(=O)(=O)N2CCOC23CCN(S(=O)(=O)c2cccs2)CC3)cc1	100	98	0	105	102	103	0.2	107
51	Cc1ccc(CNC(=O)c2sccc2-n2cccc2)cc1	130	100	18	93	111	117	0.0	136
52	O=C(CSc1nnc(-c2ccccc2Cl)o1)Nc1ccccn1	97	105	2	101	102	104	-0.1	100
53	O=C(NCCC1=CCCCC1)C1CCN(S(=O)(=O)c2ccccc2)CC1	107	95	0	100	107	98	-0.1	97
54	O=c1c(N2CCCCC2)coc2ccccc12	84	113	1	100	99	.	0.1	95
55	Fc1ccc(Nc2nc(-c3ccncc3)cs2)cc1	109	99	12	96	98	90	0.0	98
56	Cc1ccsc1/C=N/NC(=S)NCCc1ccccc1	115	117	18	92	91	86	0.8	97

An unsorted share of the library (roughly 3.9% active in at least one column).
